Compound activity (PubChem)
Cdc42 wt: changes GTP binding to wildtype human Cdc42. 0.2% of 190,000 active. GST-Cdc42 beads, Bodipy-GTP binding, flow cytometry; actives lie on both sides. percent activity (GTP binding), % at 10 µM. P60953;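 active = percent activity GTP binding at least 20 points away from the 100% baseline, either down as inhibitor or up as activator; inconclusive = compound flagged as likely green fluorescent from well-wide comparison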;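 note: median bead fluorescence of bound Bodipy-FL-GTP at 100 nM; 0% = excess unlabeled GTP control and 100% = no compound control; below 100% means less GTP binding so inhibitor and above means activator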
Target sequence (P60953 whole entry, looked up): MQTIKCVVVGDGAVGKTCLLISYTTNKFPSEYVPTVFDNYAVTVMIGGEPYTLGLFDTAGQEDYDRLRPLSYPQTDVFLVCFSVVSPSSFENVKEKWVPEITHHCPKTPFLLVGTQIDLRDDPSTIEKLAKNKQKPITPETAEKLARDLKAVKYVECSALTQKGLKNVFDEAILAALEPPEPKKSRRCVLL
Rac1 wt GTP bind: alters GTP binding to wildtype human Rac1; P63000; GST-Rac1 beads, fluorescent GTP binding, flow cytometry; actives lie on both sides; 0 = cold GTP competed, 100 = untreated; GTP binding activity (% of control), % at 10 µM; 0.27% of 190,000 active; AID 757;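 active = GTP binding activity at least 20 points away from the 100% control level, either lower or higher; inconclusive = compound flagged as likely green fluorescent, judged across all proteins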
Mcl1-Bid inh: Mcl-1/Bid interaction inhibition; TR-FRET Mcl-1/Bid-Dy647 peptide binding, 1536-well; 0.97% of 220,000 active; inhibition, % at 21.7 µM;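 active = compounds that cut the binding signal by more than half at the single screening dose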;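 note: His-tagged Mcl-1 with europium anti-His antibody binding Bid BH3 peptide; 0% = Mcl-1 plus peptide wells and 100% = peptide-only wells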
Target sequence (Q07820 whole entry, looked up): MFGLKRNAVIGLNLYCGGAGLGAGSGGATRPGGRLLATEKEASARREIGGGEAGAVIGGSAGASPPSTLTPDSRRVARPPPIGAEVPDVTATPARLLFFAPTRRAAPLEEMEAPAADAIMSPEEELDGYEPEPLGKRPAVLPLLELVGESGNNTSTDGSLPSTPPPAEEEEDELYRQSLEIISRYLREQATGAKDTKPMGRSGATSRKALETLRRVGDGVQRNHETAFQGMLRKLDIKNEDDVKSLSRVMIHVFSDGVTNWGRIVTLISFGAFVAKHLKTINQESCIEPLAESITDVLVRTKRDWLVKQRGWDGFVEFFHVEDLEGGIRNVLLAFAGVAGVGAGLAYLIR
Pf gamet viab: P. falciparum stage V gametocyte viability inhibition; AID 743093; 0.065% of 150,000 active; P. falciparum stage V gametocytes, ATP luminescence, 24 h; inhibition, % at 10.9 µM;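 active = inhibition above the mean plus 3 SD of compounds within the control limits, set per campaign, cut at about 38% in these data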;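 note: 0% = DMSO wells and 100% = medium only without gametocytes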
Mcl1 Noxa PPI: Mcl-1/Noxa interaction inhibition; Q07820; TR-FRET Mcl-1/Noxa peptide binding, 2 h; inhibition, % at 21.7 µM; 1.5% of 220,000 active; AID 1022;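 active = compounds that cut the protein-peptide binding signal by more than 50% relative to plate controls in a single-dose test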;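 note: His-tagged Mcl-1 with rhodamine Noxa BH3 peptide and terbium anti-His antibody; 0% = Mcl-1 plus Noxa peptide wells and 100% = peptide-only wells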
HRas wt GTP: changes GTP binding to wildtype human HRas | GTP binding activity, % at 10 µM | 0.14% of 190,000 active | P01112 | AID 759 | GST-Ras wt beads, Bodipy-FL-GTP binding, flow cytometry; actives lie on both sides;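 active = GTP binding activity at least 20% away from the 100% baseline, either lowered as inhibitor or raised as activator; inconclusive = flagged as likely green fluorescent, judged across all proteins in the well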;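 note: 0% = unlabeled GTP competition control and 100% = no-compound control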
Target sequence (P01112 whole entry, looked up): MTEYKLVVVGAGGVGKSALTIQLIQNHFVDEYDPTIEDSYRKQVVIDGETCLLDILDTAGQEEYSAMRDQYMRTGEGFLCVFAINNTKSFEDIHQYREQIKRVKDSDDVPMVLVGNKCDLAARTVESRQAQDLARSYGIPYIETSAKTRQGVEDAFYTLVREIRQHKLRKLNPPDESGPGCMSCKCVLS
Rac1 mut GTP: modulators of GTP binding to human Rac1 activated mutant | percent activity (GTP binding), % at 10 µM | P63000 | 0.11% of 190,000 active | GST-Rac1 activated beads, fluorescent GTP binding, flow cytometry; actives lie on both sides; 100% means binding = to untreated wells;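 active = GTP binding at least 20 percentage points away from the 100% baseline, in either direction, so actives lie on both sides; inconclusive = Compound likely fluorescent itself, or too few beads counted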
RGS8-Gao reg: modulates binding of RGS8 to human Galphao | P09471 | multiplexed bead flow cytometry; actives lie on both sides | response (percent of control binding), % at 10 µM | 0.34% of 220,000 active | AID 1423; in the data active = response below about 60% or above about 140%; inactive = in between;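 note: Galphao activated as the GDP aluminium fluoride complex binding bead-coupled RGS8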
Target sequence (P09471 whole entry, looked up): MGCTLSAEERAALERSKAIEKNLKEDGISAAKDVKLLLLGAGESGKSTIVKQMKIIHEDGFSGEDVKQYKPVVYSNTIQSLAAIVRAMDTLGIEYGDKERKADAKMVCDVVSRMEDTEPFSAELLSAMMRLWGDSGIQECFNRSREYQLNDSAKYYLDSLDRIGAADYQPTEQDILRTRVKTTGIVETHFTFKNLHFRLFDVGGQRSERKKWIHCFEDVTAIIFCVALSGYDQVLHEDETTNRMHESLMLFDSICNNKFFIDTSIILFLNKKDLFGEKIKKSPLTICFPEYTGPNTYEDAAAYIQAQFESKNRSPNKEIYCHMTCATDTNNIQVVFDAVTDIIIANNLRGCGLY
Rab7 wt GTP bind: modulators of GTP binding to dog Rab7 wildtype GTPase | 0.055% of 190,000 active | GST-Rab7 beads, fluorescent GTP binding, flow cytometry; actives lie on both sides; untreated = 100%, excess cold GTP = 0% | GTP binding activity (percent of control), % at 10 µM | AID 758;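 active = fluorescent GTP binding to Rab7 beads changed by at least 20 points from the 100% baseline, either direction, mostly lower; inconclusive = compound itself probably fluorescent, or too few beads counted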;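 note: median green fluorescence of bound Bodipy-FL-GTP per Rab7 bead population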
Rab2A wt mod: changes GTP binding to wildtype dog Rab2A, up or down; AID 760; 0.19% of 190,000 active; P61105; GTP binding activity, % at 10 µM; GST-Rab2 wt beads, Bodipy-GTP binding, flow cytometry;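 active = GTP binding activity at least 20 points away from 100%, either lowered or raised; inconclusive = signal likely due to the compound's own green fluorescence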;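 note: 0% = beads with excess unlabeled GTP and 100% = no-compound control corrected for plate trend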
Mcl-1 Bim block: disrupts Bim peptide binding to human Mcl-1 | Q07820 | Bead-based flow cytometry, Bim peptide-Mcl-1 binding | AID 1009 | 0.1% of 190,000 active | inhibition, % at 10 µM; in the data active = inhibition above about 40%;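 note: 0% = no compound tracer wells and 100% = peptide blocker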
Starred values were filed as active, the others as inactive; ? = inconclusive; · = no result given.

Values in the order – HRas wt GTP	Rab7 wt GTP bind	Rac1 wt GTP bind	Rab2A wt mod	Mcl1-Bid inh	RGS8-Gao reg	Mcl1 Noxa PPI	Rac1 mut GTP	Cdc42 wt	Pf gamet viab	Mcl-1 Bim block
- CCOC(=O)CNC(=S)N(Cc1cccs1)C1CCCC1
 : 101	102	105	99	-36	103	11	102	101	-16	-3
- O=C(CNS(=O)(=O)c1ccc(Br)s1)NCc1ccc2c(c1)OCO2
 : 103	101	105	104	-3	101	-3	101	106	·	-5
- COc1cc2nc(C3CCC3)n(NC(=O)C3CCC3)c(=O)c2cc1OC
 : 96	97	96	98	-5	109	0	98	95	·	-3
- COCc1cccc(NC(=O)Cc2cccc3ccccc23)c1
 : 97	104	99	98	-6	105	5	94	96	·	0
- CCn1c(C)nc2cc(C(=O)N=Nc3c(O)[nH]c4ccccc34)ccc21
 : 99	103	104	99	-14	101	27	100	100	·	-3
- CC1=CC(C)(C)N(C(=O)CSc2nnc(-c3ccccc3)o2)c2ccc(C)cc21
 : 96	94	94	95	-22	109	-3	96	94	-5	2
- Cc1cc(C)c(C#N)c(Oc2ccc(O)cc2)n1
 : 99	99	104	99	-8	101	10	103	101	·	0
- CCc1nc(SCC(=O)c2cccc([N+](=O)[O-])c2)n[nH]1
 : 98	93	104	99	-30	102	-2	98	99	9	-5
- COc1cc(NC(=O)Cc2ccccc2OC)cc(OC)c1
 : 98	97	97	97	10	103	3	94	97	·	-2
- Cc1ccc(C)n1-c1ccc(C(=O)NN=C2CCCC2)cc1
 : ?	?	?	?	20	101	9	?	?	-5	0
- CCCOc1ccc(C(=O)Nc2c[nH]c(=O)[nH]c2=O)cc1
 : 103	102	106	101	-19	105	2	101	105	7	-4
- COc1ccc(/C=C2/SC(=O)N(CCCCCC(=O)Nc3ccccc3C(=O)O)C2=S)cc1
 : 92	107	93	92	-23	100	46	90	89	-20	0
- CCOc1ccc(CCNC(=O)C2CCN(S(=O)(=O)N3CCCCC3)CC2)cc1OCC
 : 101	102	103	101	5	103	17	98	104	-12	-7
- Cc1ccc(Cn2cnc3c(cnn3C(C)(C)C)c2=O)cc1
 : 96	94	103	97	-66	99	4	101	99	2	-2
- N/C(=N\OC(=O)c1ccc2ccccc2c1)c1ccccn1
 : 99	107	100	101	-6	97	-8	96	100	·	1

2 compounds from above with just Pf gamet viab and Cdc42 wt.
| Compound | Pf gamet viab | Cdc42 wt |
| --- | --- | --- |
| Cc1ccc(Cn2cnc3c(cnn3C(C)(C)C)c2=O)cc1 | 2 | 99 |
| CCn1c(C)nc2cc(C(=O)N=Nc3c(O)[nH]c4ccccc34)ccc21 | · | 100 |

(further entries)
Values in the order – HRas wt GTP	Rab7 wt GTP bind	Rac1 wt GTP bind	Rab2A wt mod	Mcl1-Bid inh	RGS8-Gao reg	Mcl1 Noxa PPI	Rac1 mut GTP	Cdc42 wt	Pf gamet viab	Mcl-1 Bim block
- Cc1ccc(-c2c3c(nc4sc(C(N)=O)c(N)c24)CCC3)cc1
 : 101	102	100	99	-26	103	3	99	100	·	-2
- Cc1ccc2c(Cl)c(C(=O)NCCCn3ccnc3)sc2c1
 : 101	98	105	100	-6	102	-2	102	99	·	-11
- COc1cc(COCC(O)CN2CCN(Cc3ccc4c(c3)OCO4)CC2)cc(OC)c1OC (stereo unspecified)
 : 99	101	102	98	27	100	33	99	98	13	0
- COCc1nnc(NC(=O)CCCOc2ccccc2)s1
 : 98	96	100	96	-5	105	4	96	99	9	3
- O=C(O)c1ccc(NC(=O)C2(c3ccccc3)CCOCC2)cc1
 : 95	93	92	92	-11	97	·	93	97	0	-6
- CCn1c(Cc2cccc3ccccc23)nnc1SCC(=O)Nc1nccs1
 : 101	102	108	101	-20	103	-12	99	103	18	·
- CCN(CC)C(=O)CSC1=Nc2ccccc2C2=NC(c3ccccc3)C(=O)N12 (stereo unspecified)
 : 103	102	105	104	21	91	-16	100	102	3	2
- COc1ccccc1NC(=S)NC12CN3CN(CN(C3)C1)C2
 : 93	95	96	99	-34	104	16	93	94	6	-1
- CC1=C(C(=O)OCC(C)C)C(c2ccsc2)NC(=O)N1 (stereo unspecified)
 : 99	100	103	99	-5	99	79*	96	102	-17	-3
- Cc1cccc(C)c1N1CCc2cn[nH]c21
 : 103	99	104	100	-66	96	16	101	106	-2	-1
- COc1ccc(C2SCC(=O)N2C)cc1 (stereo unspecified)
 : 103	105	103	101	-8	96	7	98	99	·	-1
- CCOC(=O)Nc1ccc(S(=O)(=O)NCCCN2CCOCC2)cc1
 : 101	100	107	102	-5	103	4	101	104	7	0
- O=C(C1COc2ccccc2O1)N1CCc2ccccc2C1 (stereo unspecified)
 : 92	94	95	92	-11	102	2	91	92	8	-2
- CCC(CC)C(=O)Nc1cc(C(=O)OC)ccc1C(=O)OC
 : 101	98	108	98	6	120	18	99	106	5	1
- CC(C)CC(c1nnnn1C(C)C)N1CCN(c2cccc(Cl)c2)CC1 (stereo unspecified)
 : ?	?	?	?	16	97	11	?	?	-5	0
- CC1(C)Cc2ccccc2-c2nc(CN3CCOCC3)[nH]c(=O)c21
 : 106	105	109	108	11	99	20	102	107	-4	-5
- CCOC(=O)C1=C(C)N=c2s/c(=C/c3ccco3)c(=O)n2C1c1cccc(OC)c1 (stereo unspecified)
 : 102	98	102	100	-44	92	6	101	102	·	1
- COc1ccccc1N1CCN(C(=O)CCCN2C(=O)c3cccc4cccc(c34)C2=O)CC1
 : 96	95	102	96	-19	100	23	99	99	·	0
- O=C(N/N=C/c1cc([N+](=O)[O-])ccc1O)/C(=C\c1cccs1)NC(=O)c1ccccc1
 : 99	98	103	96	-33	80	-6	97	97	7	0
- CCOC(=O)C1CCN(S(=O)(=O)c2ccc(OCC(=O)OC)cc2)CC1
 : 101	101	104	101	-7	100	-9	99	104	·	3
- O=C(CSc1nnc(Cn2cnc3ccccc32)o1)c1ccccc1
 : 100	100	103	100	22	96	18	98	103	-26	0
- CC(C)CC(=O)NC1(C(F)(F)F)NC(=O)N(c2ccccc2)C1=O (stereo unspecified)
 : 96	98	97	97	-18	103	8	97	99	5	0
- O=c1c(-c2ccnn2-c2ccccc2F)cnc2n1CCS2
 : 103	104	108	100	-33	101	-3	98	101	·	-1
- Cc1cccc(NC(=O)c2sc3nc4c(c(-c5ccco5)c3c2N)CCC4)c1
 : 99	98	103	97	-10	92	9	97	97	-26	-4
- COc1ccc([N+](=O)[O-])cc1NC(=O)CS(=O)(=O)c1ccc(C)cc1
 : 96	96	97	93	3	99	9	91	95	2	-1
- O=C(/C=C/c1ccc(F)cc1)NCc1ccco1
 : 99	100	102	98	-39	101	1	100	99	-29	-3
- CCn1c(C(O)c2ccc(C)cc2)nc2ccccc21 (stereo unspecified)
 : 98	95	100	97	-13	101	-5	99	98	7	3
- CC(NS(=O)(=O)c1ccc(F)cc1)C(c1cccs1)N1CCOCC1 (stereo unspecified)
 : 102	100	109	103	-2	91	1	99	105	·	-1
- CCOC(=O)Cn1nnnc1CN(Cc1ccc(OC)cc1)Cc1cc2cc(C)cc(C)c2[nH]c1=O
 : 102	102	106	101	-34	97	-2	100	102	·	6
- CCNC(=O)CC1C(=O)N(c2ccc(OC)cc2)C(=S)N1CCc1ccncc1 (stereo unspecified)
 : 98	104	99	98	-14	92	7	96	96	·	-71
- Cc1csc(NC(=O)CSCC(=O)Nc2ccccc2)n1
 : 99	97	101	99	-11	100	8	95	100	-21	-4
- CCC(C)(C)NC(=O)CN(C(=O)C(=O)Nc1ccc2c(c1)OCCO2)C(C)(C)CC
 : 96	102	95	97	-32	98	-11	93	93	31	0
- COc1ccc([N+](=O)[O-])cc1NC(=O)Cn1ccc(C(F)(F)F)n1
 : 94	98	98	95	-23	100	-5	91	94	·	0
- COCc1nnc(NC(=O)c2ccc(S(=O)(=O)N(C)c3ccccc3)cc2)o1
 : 102	101	104	104	-45	99	-55	98	102	·	12
- COc1cccc(/C=C/C(=O)OCC(=O)Nc2ccc(S(=O)(=O)N3CCCC3)cc2)c1
 : 97	96	99	97	-7	92	21	98	95	-1	-6
- CCOc1ccc(NS(=O)(=O)c2ccc3[nH]cc(C(=O)NC(C)CC)c(=O)c3c2)cc1 (stereo unspecified)
 : 97	97	102	97	-3	102	·	93	100	·	-3
- COc1ccc2nc(C(F)(F)C(F)(F)F)c(C#N)c(N)c2c1
 : 95	93	89	94	11	101	·	93	94	2	-2
- CNC(=O)COC(=O)CNC(=O)c1cc(Cl)cc([N+](=O)[O-])c1
 : 99	105	98	100	-18	96	-1	98	98	·	4
- O=C(CNC(=O)c1ccco1)NCCCc1ccccc1
 : 102	99	112	101	4	102	8	103	107	-20	0
- CCOCCCNS(=O)(=O)c1ccc(NC(=O)Cc2c(F)cccc2Cl)cc1
 : 95	94	95	96	-23	99	3	93	95	-5	-1
- CC(=O)c1ccc(NC2OC(C)C(O)C(O)C2O)cc1 (stereo unspecified)
 : 100	97	99	101	-23	104	-30	97	100	·	-1
- CCOC(=O)c1sc(=S)n(-c2ccc3c(c2)OCO3)c1N
 : 101	98	103	98	-23	90	-1	98	101	·	-9
- Cn1nc(-c2ccccc2)c(C(O)c2ccccc2C(F)(F)F)c1Cl (stereo unspecified)
 : 99	97	97	96	-23	102	12	96	101	-43	2
- CCOc1ccc2nc(SCC(=O)c3ccc(Cl)s3)sc2c1
 : 95	96	95	93	-13	104	13	94	94	21	0
- CC/C(=N/O)c1cnnc(SC)n1
 : 96	95	101	99	0	84	13	97	99	·	-3
- Cc1nn(CC(O)COc2ccc3c(c2)CCC3)c(C)c1Br (stereo unspecified)
 : ?	?	?	?	3	102	6	?	?	·	-3
- COC(=O)c1ccc(Cl)cc1NC(=O)/C=C/c1ccc(C)o1
 : 99	97	104	99	-7	93	14	100	100	·	-10
- O=C1CC(N(Cc2cccs2)C(=O)Nc2ccccc2)C(=O)N1c1ccc(Cl)cc1 (stereo unspecified)
 : 102	102	101	100	-23	102	7	99	104	-7	-1
- NC1=NC(c2cccc(O)c2)n2c(nc3ccccc32)N1 (stereo unspecified)
 : 99	99	97	98	7	101	-7	97	99	·	-1
- O=C(NNc1c2ccccc2nc2ccccc12)c1ccc(O)cc1
 : 97	99	103	93	-65	98	51*	98	101	-31	-4
- CCOC(=O)C1=C(N)N(c2ccccc2)C(=O)C1
 : 101	101	103	101	13	98	6	99	101	-2	2
- O=C(CSc1ccccc1C(=O)O)NCc1ccc(Cl)cc1
 : 96	97	103	96	13	100	11	99	96	-13	-4
- CCOc1ccc(C(=O)NCCc2ccc3c(c2)OCCO3)cc1
 : 95	98	95	95	-1	102	-8	93	99	-12	-2
- CCN1C=C(C(=O)OC)C(c2cccc(C)c2)C(C(=O)OC)=C1
 : 98	97	95	96	-32	98	-6	95	98	·	-3
